MOR-DOR inv ag = mu-delta opioid heterodimer inverse agonism | P35372+P41143 | 340,000 compounds, 0.21% hits | cell-based MOR-DOR heterodimer luminescence | inhibition, % at 9.3 µM; in the data active = inhibition above about 22%, passing the limit was not always enough;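 note: 0% = cells with DMSO and 100% = wells without cells with DMSO; values of inactives mirror those of a sister screen read the other way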
Target sequence (P35372 whole entry, looked up): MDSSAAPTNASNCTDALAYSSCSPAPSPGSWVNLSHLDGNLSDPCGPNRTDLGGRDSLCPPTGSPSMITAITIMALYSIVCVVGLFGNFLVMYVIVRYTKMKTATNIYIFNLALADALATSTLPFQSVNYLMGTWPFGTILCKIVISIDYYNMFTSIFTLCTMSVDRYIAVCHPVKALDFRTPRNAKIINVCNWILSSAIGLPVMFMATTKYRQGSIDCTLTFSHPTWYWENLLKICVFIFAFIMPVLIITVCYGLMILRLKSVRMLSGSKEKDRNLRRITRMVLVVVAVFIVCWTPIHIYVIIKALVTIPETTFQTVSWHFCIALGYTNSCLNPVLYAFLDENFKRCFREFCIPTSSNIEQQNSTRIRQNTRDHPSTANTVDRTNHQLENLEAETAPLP
Target sequence (P41143 whole entry, looked up): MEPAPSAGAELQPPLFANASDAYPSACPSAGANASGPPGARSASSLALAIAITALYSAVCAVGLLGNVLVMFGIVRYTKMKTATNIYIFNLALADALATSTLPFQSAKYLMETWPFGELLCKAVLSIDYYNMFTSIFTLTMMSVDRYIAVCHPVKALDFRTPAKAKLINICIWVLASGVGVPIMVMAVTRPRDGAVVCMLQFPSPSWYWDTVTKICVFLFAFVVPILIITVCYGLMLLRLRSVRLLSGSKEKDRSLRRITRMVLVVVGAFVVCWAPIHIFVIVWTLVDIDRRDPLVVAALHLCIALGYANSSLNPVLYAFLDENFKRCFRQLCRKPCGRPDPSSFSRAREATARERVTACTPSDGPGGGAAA
DSG3 Ab inh = inhibitors of pemphigus antibody binding to human desmoglein-3; AID 588358; 310,000 compounds, 0.48% hits; binding (percent of control), % at 10 µM; DSG3-coupled beads, scFv-anti-DSG3-GFP binding, flow cytometry; hits give low values; P32926;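 active = binding more than 3 SD below its plate's average and above zero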;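 note: hits lower antibody fragment binding to DSG3; some compounds called inactive have numbers as strong as hits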
SUMO Mot1 rescue = blocks SUMOylation pathway, rescuing yeast Mot1-301 growth; AID 2716; 320,000 compounds, 1% hits; S. cerevisiae Mot1-301 growth rescue, ATP luminescence, 38.5C; percent above DMSO median, 100 means doubled; growth rescue, % at 18.8 µM;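 active = every valid replicate shows activation above 250% relative to neutral control wells; inactive = the rest, any valid replicate at or below 250%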;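 note: OY570 slx delta 5 strain wells were the positive control but not used for scaling; some compounds called inactive have numbers as strong as hits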
phage Ecoli inh = E. coli growth loss with phage present. growth absorbance. inhibition, % at 11.9 µM. 360,000 compounds, 0.26% hits. AID 651602; in the data active = inhibition above about 11%
MOR-DOR ag = OPRM1-OPRD1 heterodimerization agonism. P35372+P41143. cells, luminescence. activation, % at 9.3 µM. 340,000 compounds, 0.3% hits; in the data active = activation above about 18%;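 note: 0% = vehicle-treated cells and 100% = reference agonist; values of inactives mirror those of a sister screen read the other way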
Arrestin-AP2 inh = human beta-arrestin and AP2 interaction inhibition | FITC-arrestin peptide / GST-AP2 beads, flow cytometry; AP2 beta2 appendage carries R879A mutation | inhibition, % at 10 µM | 340,000 compounds, 0.31% hits | AID 504490;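 active = inhibition above a set limit, near 3 SD of compounds lacking own fluorescence, cut at about 54% in these data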;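 note: plate controls were DMSO wells for no effect and 5 µM unlabelled arrestin peptide for full effect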
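Assay system: GST-AP2 R879A bound to glutathione beads, E. coli-expressed; Medium: PBS with 0.05% Tween 20 and 0.1% BSA; Also added: fluorescein-tagged arrestin peptide at 50 nM final; Timing: 12 min plus 1 h, RT; Measured by: flow cytometry, FL1 (488/535 nm); Evaluation: percent drop in bead-associated FITC signal.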
PKA-R1A activ = activates the PKA-R1A holoenzyme complex | P00514+P68181 | 340,000 compounds, 0.083% hits | AID 504707 | PKA-R1A dissociation, Cy5-IP20 fluorescence polarization; scaled: DMSO 0%, 113 µM cGMP 100% | activation, % at 11.4 µM;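 active = percent activation above the mean of all tested compounds plus 3 SD, cut at about 19% in these data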;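 note: higher means more PKAc released from R1A so a rise in polarization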
Tat export inh = E. coli Tat transport inhibition | E. coli MC4100 TorA-mCherry Tat export, fluorescence | inhibition, % at 10 µM | 340,000 compounds, 0.036% hits | AID 488895;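 active = mean replicate inhibition at least 50% and at least half of replicates individually reaching 50%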;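 note: exported cargo escapes ClpAP degradation while cytoplasmic cargo is degraded and loses fluorescence; 0% = median of neutral control wells and 100% = median of NaSCN control wells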
AddAB inh = less growth of phage-infected E. coli with AddAB; 330,000 compounds, 0.29% hits; inhibition, % at 11.9 µM; AID 435030; E. coli expressing H. pylori AddAB, absorbance growth; in the data active = inhibition above about 12%;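 note: 0% = vehicle wells of infected cells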
PfHsp90 set2 = growth inhibition of yeast expressing Plasmodium Hsp90. 310,000 compounds, 0.32% hits. inhibition, % at 9.4 µM. S. cerevisiae expressing PfHsp90, BacTiter-Glo ATP, 48 h; yeast lacking PDR1 and PDR3 efflux regulators. AID 504621;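 active = every replicate shows inhibition above about 80%, whatever the replicate mean, limit read from the data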;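 note: 0% = DMSO neutral controls and 100% = 20 µM radicicol positive controls; yeast relying on Plasmodium falciparum Hsp90 in place of its own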
E coli growth = counter-screen for AddAB inhibitors: E. coli growth inhibition; E. coli V3065 growth, OD600 absorbance, 18 h; 330,000 compounds, 0.27% hits; AID 449728; inhibition, % at 11.9 µM;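 active = inhibition above the campaign's mean inhibition across all tested compounds plus 3 SD, cut at about 9.9% in these data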;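 note: uninfected addAB+ strain grown without phage in ampicillin broth; 0% = DMSO wells and 100% = ciprofloxacin 0.95 µg/ml wells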
Numbers without * were called inactive; · = no result given. Outcome played no part in choosing rows; about 2.8% have a hit in one of these screens.

SMILES	MOR-DOR inv ag	DSG3 Ab inh	SUMO Mot1 rescue	phage Ecoli inh	MOR-DOR ag	Arrestin-AP2 inh	PKA-R1A activ	Tat export inh	AddAB inh	PfHsp90 set2	E coli growth
O=C(Cc1ccccc1)NNC(=S)Nc1ccc(Cl)cc1	13	120	0	0.9	-2.4	34	-3	0	-0.2	-17	-1.1
Oc1c(Cl)cc(Cl)cc1C=Nc1cc(C(F)(F)F)ccc1N1CCc2ccccc2C1	4	100	43	1.1	-1.0	-5	5	-4	-2.9	-15	0.5
Nc1c(C(=O)Nc2ccc(F)cc2)sc2nc(-c3ccco3)ccc12	5	101	-6	0.5	-0.9	29	2	-3	3.0	1	-1.2
COc1cc2c(C#CCCCO)c(-c3ccsc3)oc(=O)c2cc1OC	18	105	11	2.7	-3.1	·	8	-1	1.4	5	-0.7
COCCCNC(=S)NNC(=O)c1ccc2c(c1)OCO2	6	106	260	2.4	-1.0	0	11	-8	0.3	-5	1.0
CSCC[C@H](NC(=O)[C@@H]1Cc2ccccc2CN1)C(=O)Nc1ccc2c(c1)OCCO2	-4	96	10	-0.9	0.7	-1	-3	-6	2.9	-18	-3.1
C=CCN(CC=C)C(=S)NC(=O)c1ccc(C)c(Br)c1	5	101	7	-4.3	-1.0	-14	5	5	2.2	-47	-5.7
COc1ccc(OC)c(-n2c(SCC(=O)Nc3cc(C)on3)nnc2-c2c[nH]c3ccccc23)c1	-11	95	-11	1.1	2.0	-5	0	-5	-3.8	-2	-1.7
Cc1cccc(N2CCN(CC(O)COc3ccc(Cl)cc3)CC2)c1 (stereo unspecified)	-13	111	-9	1.6	2.8	7	-8	0	-3.6	-12	-0.6
O=C(Nc1ccc(Cl)cc1)C1CCCN(c2cnccn2)C1 (stereo unspecified)	5	132	6	-0.8	-0.9	-4	5	8	1.6	-11	-1.1
Cc1nnsc1SC(C)C(=O)O (stereo unspecified)	3	·	3	0.1	-0.5	41	6	2	0.2	-10	-1.1
c1cnc(-c2noc(CN3CCN(C4C5CC6CC(C5)CC4C6)CC3)n2)cn1 (stereo unspecified)	4	81	-20	2.1	-0.6	-5	-7	-13	6.6	16	-0.4
Cc1c2cnn(CC(=O)NCCN3CCOCC3)c(=O)c2c(C)n1Cc1ccc(F)cc1	4	96	-8	2.8	-0.7	-5	7	-2	0.5	-2	0.9
CS(=O)(=O)N(CC(=O)Nc1cccc(F)c1)Cc1ccccc1	0	104	3	1.9	0.1	30	-6	-5	2.9	-6	0.6
Nc1nc2ccc(NC(=O)c3ccco3)cc2s1	0	111	-16	0.7	0.0	0	13	-3	2.2	4	-1.8
COc1ccc(C(=O)c2c(NC(C)=O)sc3c2CCN(C(=O)OC(C)(C)C)C3)cc1	·	100	-12	-7.8	·	8	·	1	-1.0	4	0.2
O=C(NC1CCCCC1)[C@H](O)[C@@H](O)C(=O)NC1CCCCC1	12	109	-14	0.9	-2.1	25	-9	8	0.2	-10	2.9
Cc1ccc(S(=O)(=O)Nc2ccccc2C(=O)N2CCCC2)cc1	4	109	2	-3.4	-0.7	29	-1	7	1.9	12	-2.0
COc1cc2cc(Oc3ccc4ccc(=O)oc4c3)c(=O)oc2cc1O[C@@H]1O[C@H](CO)[C@@H](O)[C@H](O)[C@H]1O	9	92	54	0.9	-1.5	5	1	1	-1.1	-12	-1.1
Cc1ccc(Cn2ccsc2=NC(=O)COC(=O)C(C)C)cc1	16	99	-18	1.2	-2.8	-5	8	-3	0.9	20	0.2
O=C(CCOc1ccccc1)Nc1ccnn1C1CCN(Cc2ccc(O)cc2)CC1	14	104	7	-0.4	-2.6	-1	-7	-1	-1.1	11	1.3
COc1cc(CC(=O)Nc2cc(S(=O)(=O)N3CCOCC3)ccc2N2CCCC2)cc(OC)c1OC	8	107	·	1.4	-2.1	48	-4	-3	·	1	·
Cc1nc(SCC(=O)N(C)C2(C#N)CCCCC2)c2ccccc2n1	-1	111	-22	1.5	0.2	-3	-3	1	-1.4	18	-1.1
CN(Cc1ccccc1)C(=O)c1ccc(S(=O)(=O)N(C)c2ccccc2)cc1	-9	102	3	2.3	2.2	-9	-1	-3	0.0	3	-0.5
Cc1ccccc1-c1cc(C(=O)NCc2ccco2)nn1CC1CC(c2cccc([N+](=O)[O-])c2)=NO1 (stereo unspecified)	16	98	-1	-2.0	-2.8	1	3	1	4.1	14	-0.8
CNS(=O)(=O)c1cccc(C(=O)OCC(=O)c2ccc(S(=O)(=O)N3CCCCC3)cc2)c1	53*	102	-10	2.5	-9.6	23	2	-1	4.3	-14	-0.4
CCOC(=O)N1CCN(Cc2nnc(-c3ccccc3C)o2)CC1	12	92	-5	-0.1	-2.1	32	-3	-7	-2.7	-9	-1.2
C/C(=N\Nc1nc(-c2ccccc2O)nc2ccccc12)c1ccccc1	11	108	6	1.6	-2.2	6	-13	-3	2.1	7	0.8
OCCC1CN(Cc2c(F)cccc2Cl)CCN1C1CCCCC1 (stereo unspecified)	6	100	2	-1.4	-1.1	29	-8	-10	-2.3	-20	0.1
COc1ccc(N2CCN(C(=O)COC(=O)Cc3cccc(OC)c3)CC2)cc1	8	90	-12	1.6	-1.5	0	0	-13	-2.9	·	-0.6
O=C(Nc1cccc(Cn2cccn2)c1)c1cc2c(s1)CCCC2	1	96	3	3.5	-0.2	14	-13	1	1.9	·	2.3
Cc1ccc(/C=N\NC(=O)Cc2noc3ccccc23)cc1	-15	101	5	-0.8	3.4	-19	-2	-5	-3.2	-7	-2.9
COc1ccc(C(=O)c2ccc(Cl)cc2)cc1	-9	109	9	2.2	2.1	3	-4	-4	1.2	24	-0.8
CCc1ccc(NC(=O)c2ccc3nc(N)sc3c2)cc1	-4	95	-10	2.1	0.8	-2	3	3	4.6	-35	2.4
CCc1cc2c(C)cc(C)cc2nc1SCC(=O)Nc1cc(C)on1	3	97	-1	2.7	-0.7	8	1	0	4.4	-5	1.7
S=c1[nH]nc(CSCCOc2ccc(Cl)cc2Cl)o1	23	102	-1	2.6	-4.7	-16	8	8	1.5	8	1.8
CSCC[C@H](NS(=O)(=O)c1ccc(C)cc1)C(=O)N1CCC(C(=O)N[C@@H](Cc2ccccc2)C(=O)O)CC1	3	·	10	2.9	-0.6	-5	2	1	1.8	4	0.5
COCCC1CCCCN1C(=O)c1cc(COc2ccc(C)nc2)on1 (stereo unspecified)	6	116	11	-1.8	-1.2	23	-10	3	1.3	-8	-0.9
CSc1nc(-c2ccccc2)cn1-c1ccc(NC(C)=O)cc1	-10	106	-21	5.4	1.4	9	-6	2	4.0	12	-1.8
C[C@H]1CN([C@@H](C)CO)C(=O)c2cc(NS(=O)(=O)c3ccc(F)cc3)ccc2O[C@H]1CN(C)S(=O)(=O)c1cn(C)cn1	11	102	12	0.5	-1.8	·	7	-7	4.4	-5	0.3
O=C(O)C1CCCN1S(=O)(=O)c1ccccc1 (stereo unspecified)	4	112	-2	1.4	-0.9	4	-6	16	3.9	·	1.4
Cc1cc(NC(=O)CSc2nc3c(c(-c4cccnc4)c2C#N)CCC3)no1	-9	97	108	-0.7	1.6	3	2	4	0.1	-23	-0.4
O=[N+]([O-])c1ccc(N2CCCCC2)cc1	·	98	-19	0.7	·	2	·	-6	5.6	-4	2.3
COc1ccc2c(c1)c1ncn(CCc3ccccc3)c(=O)c1n2C	2	100	103	2.0	-0.4	18	-13	2	0.6	·	-0.6
COc1ccc(NC(=S)NCCN2CCC(C)CC2)cc1Cl	0	107	14	-0.2	0.0	-34	6	-8	0.6	-7	0.5
COc1cc2c(cc1OC)CN(C(=O)c1ccc(OC)c([N+](=O)[O-])c1)CC2	18	116	-1	3.9	-3.5	15	-1	-1	0.7	-41	1.1
Cc1oc2cc3oc(=O)c(CC(=O)NCCCC(=O)O)c(C)c3cc2c1C	9	105	-6	-0.5	-1.9	10	1	-6	0.2	19	0.5
OC(COCCOc1ccc(Br)cc1)CN1CCN(Cc2ccccc2)CC1 (stereo unspecified)	-9	107	56	5.2	1.6	3	2	-5	4.0	-4	0.4
Cc1cc(-c2ccccc2)c2c3c(c(-c4ccccc4)n2n1)c(=O)n(C)c(=O)n3C	20	122	-11	·	-3.5	-2	-8	-5	2.9	-5	1.6
O=C(CC12CC3CC(CC(C3)C1)C2)Nc1ccccc1N1CCOCC1	-19	96	-21	3.4	3.6	12	-1	4	0.2	-17	1.0
CC1C(=O)N2CCCc3cc(NC(=O)C(=O)NCc4cccnc4)cc1c32 (stereo unspecified)	6	104	-10	3.3	-1.0	12	-7	13	-0.2	·	0.1
CN(C)S(=O)(=O)c1ccc(NC(=O)COC(=O)c2n[nH]c3ccccc23)cc1	-13	102	-15	4.0	2.2	-16	-6	4	2.9	12	-0.7

Profiles from above.
COc1ccc(NC(=S)NCCN2CCC(C)CC2)cc1Cl reads MOR-DOR inv ag = 0; DSG3 Ab inh = 107; SUMO Mot1 rescue = 14; phage Ecoli inh = -0.2; MOR-DOR ag = 0.0; Arrestin-AP2 inh = -34; PKA-R1A activ = 6; Tat export inh = -8; AddAB inh = 0.6; PfHsp90 set2 = -7; E coli growth = 0.5
CN(C)S(=O)(=O)c1ccc(NC(=O)COC(=O)c2n[nH]c3ccccc23)cc1 reads MOR-DOR inv ag = -13; DSG3 Ab inh = 102; SUMO Mot1 rescue = -15; phage Ecoli inh = 4.0; MOR-DOR ag = 2.2; Arrestin-AP2 inh = -16; PKA-R1A activ = -6; Tat export inh = 4; AddAB inh = 2.9; PfHsp90 set2 = 12; E coli growth = -0.7

Of the compounds above, four contain a thiophene ring, fused or not.
SMILES	MOR-DOR inv ag	DSG3 Ab inh	SUMO Mot1 rescue	phage Ecoli inh	MOR-DOR ag	Arrestin-AP2 inh	PKA-R1A activ	Tat export inh	AddAB inh	PfHsp90 set2	E coli growth
Nc1c(C(=O)Nc2ccc(F)cc2)sc2nc(-c3ccco3)ccc12	5	101	-6	0.5	-0.9	29	2	-3	3.0	1	-1.2
COc1cc2c(C#CCCCO)c(-c3ccsc3)oc(=O)c2cc1OC	18	105	11	2.7	-3.1	·	8	-1	1.4	5	-0.7
COc1ccc(C(=O)c2c(NC(C)=O)sc3c2CCN(C(=O)OC(C)(C)C)C3)cc1	·	100	-12	-7.8	·	8	·	1	-1.0	4	0.2
O=C(Nc1cccc(Cn2cccn2)c1)c1cc2c(s1)CCCC2	1	96	3	3.5	-0.2	14	-13	1	1.9	·	2.3

Source: PubChem BioAssay (several laboratories)
